Screens from PubChem BioAssay.
A350 autofl = qHTS Assay for Spectroscopic Profiling in A350 Spectral Region. Compound autofluorescence, 340/450 nm, Alexa 350 dye-equivalents; hits give high values. max dye-equivalent concentration, M. 59,000 tested, 11% active. AID 590, 2007; in the data active means max dye-equivalent concentration above about 10 nM; inconclusive means mostly about 1.1 nM to 9.6 nM
CRE-bla Fsk = Cell signaling CRE-BLA (Fsk stim); CHO CRE-bla reporter (cAMP response element driving beta-lactamase), forskolin EC10, beta-lactamase ratio; Potency, µM (doses to about 38.2 µM), inactives show top-dose activity change, negative = inhibition, actives largely listed as activators; 71,000 tested, 2.5% active; active means well fitted activation curve with a large enough effect in the signal ratio, with a control signal flat, not every such curve was filed as active; inconclusive means small, poorly fitted or top-dose-only effect, or effect the other way, or a change in a side signal; the % refers to the signal ratio; further: potency means the concentration at half of the fitted maximal effect; % of control where 0% means no effect
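AC50 values, positive or negative, reflect shifts in EC10 NKH 477-induced CRE-bla reporter activity in CHO cells. Incubation lasted 3 h at 37 °C before CCF4 substrate (2 h, room temperature) and ratiometric 460/530 nm reading.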
Hsp90 Hop PPI = qHTS Assay for Disrupters of an Hsp90 Co-Chaperone Interaction | Potency, µM (series often up to 57 µM), inactives show at the highest dose activity change, negative = inhibition | AID 595, 2007 | Hsp90 C-terminal peptide / TPR2A (Hop) interaction, human | 71,000 tested, 0.44% active | AlphaScreen TPR2A-His6 binding biotin-Hsp90 C-terminal peptide; active means well fitted curve in either direction with a large enough effect; inconclusive means small, poorly fitted or top-dose-only effect, or another doubt; further: potency means the concentration at half of the fitted maximal effect; on the % scale 0 is the no-effect control and ±100 the full control effect; many of its hits are not listed in these tables
BRCT inh red = qHTS Assay for Inhibitors of BRCT-Phosphoprotein Interaction (Red Fluorophore) | Breast cancer type 1 susceptibility protein (Homo sapiens), P38398 | BRCT-phosphopeptide binding, red fluorescence polarization | Potency, µM (titrated, usually from 76.9 µM), for the others: top-dose activity change, negative = inhibition, hits mostly inhibitors | 75,000 tested, 0.03% active; further: on the % scale 0 is the no-effect control and ±100 the full control effect
Target sequence (P38398 whole entry, looked up): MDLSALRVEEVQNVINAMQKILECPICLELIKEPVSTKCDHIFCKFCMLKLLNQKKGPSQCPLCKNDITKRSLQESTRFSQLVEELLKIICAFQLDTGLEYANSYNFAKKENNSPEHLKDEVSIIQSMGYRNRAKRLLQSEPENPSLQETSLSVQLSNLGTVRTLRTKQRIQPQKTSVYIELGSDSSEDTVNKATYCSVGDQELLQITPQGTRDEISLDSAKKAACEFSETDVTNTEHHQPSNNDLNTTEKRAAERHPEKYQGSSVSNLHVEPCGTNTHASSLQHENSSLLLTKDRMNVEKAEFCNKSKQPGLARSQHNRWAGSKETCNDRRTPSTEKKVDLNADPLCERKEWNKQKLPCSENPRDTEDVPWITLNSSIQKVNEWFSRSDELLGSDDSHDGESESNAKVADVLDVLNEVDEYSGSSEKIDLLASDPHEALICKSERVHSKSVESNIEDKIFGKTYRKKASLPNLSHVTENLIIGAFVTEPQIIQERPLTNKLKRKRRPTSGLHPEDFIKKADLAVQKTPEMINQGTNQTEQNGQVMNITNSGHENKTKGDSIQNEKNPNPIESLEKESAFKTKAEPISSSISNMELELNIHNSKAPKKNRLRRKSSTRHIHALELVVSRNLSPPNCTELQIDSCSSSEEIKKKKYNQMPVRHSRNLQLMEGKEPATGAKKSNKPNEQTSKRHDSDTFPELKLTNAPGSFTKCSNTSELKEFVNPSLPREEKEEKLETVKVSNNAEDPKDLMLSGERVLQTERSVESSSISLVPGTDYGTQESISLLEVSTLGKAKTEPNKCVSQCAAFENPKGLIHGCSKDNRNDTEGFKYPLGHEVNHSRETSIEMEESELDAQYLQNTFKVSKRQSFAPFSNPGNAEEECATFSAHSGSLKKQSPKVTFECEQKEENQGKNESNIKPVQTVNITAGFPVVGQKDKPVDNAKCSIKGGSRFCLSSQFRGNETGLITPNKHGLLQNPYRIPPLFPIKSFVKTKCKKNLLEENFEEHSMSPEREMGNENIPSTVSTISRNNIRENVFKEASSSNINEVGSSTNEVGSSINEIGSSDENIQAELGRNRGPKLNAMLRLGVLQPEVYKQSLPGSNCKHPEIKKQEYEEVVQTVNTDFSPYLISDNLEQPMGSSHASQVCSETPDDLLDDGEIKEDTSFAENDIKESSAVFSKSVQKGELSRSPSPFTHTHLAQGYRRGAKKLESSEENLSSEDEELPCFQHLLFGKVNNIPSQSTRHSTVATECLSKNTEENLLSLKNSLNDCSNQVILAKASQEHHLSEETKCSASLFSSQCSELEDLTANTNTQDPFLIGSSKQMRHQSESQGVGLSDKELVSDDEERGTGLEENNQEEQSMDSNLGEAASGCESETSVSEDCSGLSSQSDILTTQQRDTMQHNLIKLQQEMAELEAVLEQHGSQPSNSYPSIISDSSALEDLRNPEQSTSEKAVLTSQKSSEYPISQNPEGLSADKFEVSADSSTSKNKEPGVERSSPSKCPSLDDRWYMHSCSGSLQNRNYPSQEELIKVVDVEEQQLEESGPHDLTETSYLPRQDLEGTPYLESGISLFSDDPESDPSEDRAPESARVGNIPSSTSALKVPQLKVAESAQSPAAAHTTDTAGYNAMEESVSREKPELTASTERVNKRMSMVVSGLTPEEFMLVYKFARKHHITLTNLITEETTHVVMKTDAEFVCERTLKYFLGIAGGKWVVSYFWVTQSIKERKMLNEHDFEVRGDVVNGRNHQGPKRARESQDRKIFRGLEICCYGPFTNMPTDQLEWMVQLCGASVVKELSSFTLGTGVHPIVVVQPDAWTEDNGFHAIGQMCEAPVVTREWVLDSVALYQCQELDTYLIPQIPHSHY
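Fluorescence polarization: 100 nM His-tagged BRCA1 BRCT with 100 nM TAMRA-labelled phospho-BACH1 decapeptide, phosphate buffer pH 7.3 with 150 mM NaCl, DTT, 0.01% Tween 20; 12 min RT. Binding inhibition seen as FP decrease.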
GFP derepression = qHTS Assay for Epigenetic Modulators; mouse C127i GFP locus derepression, cytometry, 30 h; Potency, µM (doses to about 46.1 µM), inactives show at the top dose GFP derepression (activation); 68,000 tested, 0.09% active; AID 597, 2007; further: % of control where 0% means no effect
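Derepression screen: silenced CMV-GFP reporter in murine C127i cells, 30 h compound incubation at 37 C, washed cells imaged by laser-scanning cytometer to enumerate GFP-expressing objects of 20 to 120 um.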
BRCT PPI green = qHTS Assay for Inhibitors of BRCT-Phosphoprotein Interaction (Green Fluorophore); Breast cancer type 1 susceptibility protein (Homo sapiens), P38398; BRCA1 BRCT-phosphopeptide binding, green fluorescence polarization; Potency, µM (highest dose often 76.9 µM), for inactives: at the top dose activity change, negative = inhibition, usual class: inhibitors; 75,000 tested, 0.05% active;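 further: potency means the concentration at half of the fitted maximal effect; plate controls were peptide without protein for full effect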
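Compounds were incubated for 12 min at room temperature with a complex of 100 nM fluorescein-tagged pBACH1 decapeptide and 250 nM His-tagged BRCT protein. Buffer was phosphate pH 7.3 with EDTA, DTT and Tween 20. Disruption of binding lowers the polarization signal.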
Pol III holo inh = qHTS Assay for Inhibitors of DNA Polymerase III Holoenzyme System; AID 603, 2007; 71,000 tested, 0.25% active; reconstituted DNA polymerase III holoenzyme replication, biochemical; Potency, µM (top dose mostly 57.1 µM), for inactives: at the highest dose activity change, negative = inhibition; further: potency means the concentration at half of the fitted maximal effect; on the % scale 0 is the no-effect control and ±100 the full control effect
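Reconstituted *E. coli* holoenzyme (0.35 nM Pol III, 1 nM beta, 154 nM SSB, 2 nM primase) was preincubated with compound for 15 min at RT. Synthesis on 1.4 nM ssM13Gori ran 35 min, then was stopped with PicoGreen/EDTA and read as dsDNA fluorescence.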
15-hLO inh = qHTS Assay for Inhibitors of 15-hLO (15-human lipoxygenase); AID 887, 2007; purified 15hLO-1, xylenol orange hydroperoxide absorbance; Potency, µM (series often up to 57.1 µM), for the others: top-dose activity change, negative = inhibition, actives largely listed as inhibitors; 74,000 tested, 1.4% active; further: potency means the concentration at half of the fitted maximal effect; on the % scale 0 is the no-effect control and ±100 the full control effect; nearly all actives have a fitted effect of over 55% in size
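Readout: Fe(III)-xylenol orange absorbance, 573-to-405 nm ratio as reaction progress. Enzyme 40 nM purified human 15hLO-1, substrate 50 uM arachidonic acid, 6 min RT after 15 min compound preincubation; Hepes pH 7.5 buffer with Triton X-100.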
Ub-GFP proteasome = Ubiquitin-GFP Assay | Ubiquitin-GFP reporter cells, proteasome inhibition, GFP fluorescence; response scale: untreated = 0%, 10 µM MG-132 = 100% | 67,000 tested, under 10 active | Potency, µM (titrated, usually from 45.9 µM), for the others: at the top dose activation (GFP accumulation), actives largely listed as activators; active means well fitted activation curve with a large enough effect, not every such curve was filed as active; inconclusive means small, poorly fitted or top-dose-only effect, or another doubt; inactive means no such curve, though single readings can be large or run the other way; further: potency means the concentration at half of the fitted maximal effect
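Reporter cells (U2OS, ubiquitin-G76V-GFP fusion) are plated overnight, then treated 4 hr at 37 °C with compound titrations from 46 uM down to 2.9 nM. Activity is scaled against untreated cells and 10 uM MG-132.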
4-MU autofl = qHTS Assay for Spectroscopic Profiling in 4-MU Spectral Region; AID 589, 2007; max dye-equivalent concentration, M; 59,000 tested, 11% active; compound autofluorescence, 340/450 nm, 4-MU equivalents; hits give high values; in the data active means max dye-equivalent concentration above about 10 nM; inconclusive means mostly about 1.1 nM to 9.6 nM
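Compounds in 100 mM Tris, pH 8.0, incubated 15 min at room temperature, then fluorescence read at 340 nm excitation/450 nm emission. Signal converted to 4-MU dye-equivalent concentration using an on-plate six-point 4-MU standard curve.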
HBB splice mod = qHTS Assay for Modulators of Hemoglobin Beta Chain Splicing. HBB splicing reporter cell assay, activation; EGFP reporter with mutant IVS2-654 intron; response scale: normalised to 500 nM splice-correcting PNA. Potency, µM (titrated, usually from 46.1 µM), for the others: top-dose activation, usual class: activators. 65,000 tested, 0.06% active. AID 925, 2007; further: potency means the concentration at half of the fitted maximal effect; 0% is about no effect
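HeLa cells stably expressing EGFP interrupted by mutant beta-globin intron 2 (IVS2-654), 500/well in 2% FCS. Treated with compound for 2 days at 37C. Splicing correction scored as total well GFP intensity (488 nm excitation, 500-520 nm emission); 500 nM antisense PNA served as control.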
An asterisk follows results filed as active; i = inactive; u = inconclusive; x = no result given; [ ] = dose if it differs, or a comment. Unless noted, the call rests on the fitted dose curve; in most records, active means well fitted curve in the direction sought with a large enough effect; inconclusive means small, poorly fitted or top-dose-only effect, or another doubt; inactive means no such curve, though single readings can be large; an effect the other way counts as inactive or inconclusive.

SMILES	A350 autofl	CRE-bla Fsk	Hsp90 Hop PPI	BRCT inh red	GFP derepression	BRCT PPI green	Pol III holo inh	15-hLO inh	Ub-GFP proteasome	4-MU autofl	HBB splice mod
Cc1cc(C)c(S(=O)(=O)N2CCN(C)CC2)c(C)c1	x	1.2%	1.1%	-0.9%	0.0%	-0.4%	2.6%	3.6%	-7.2%	x	1.0%
Cc1ccc(N(CC(=O)Nc2ccc(F)cc2)S(=O)(=O)N2CCCC2)cc1	i	6.8%	0.3%	-0.5%	5.7%	-7.9%	-2.5%	-5.1%	-7.1%	i	0.0%
O=C(CSc1ncccn1)NCc1ccccc1	x	u	-4.1%[11 µM]	0.0%	4.6%	-3.0%	-1.2%[11.4 µM]	-2.0%[11.4 µM]	-18.2%[9.17 µM]	x	0.3%[0.0738 µM]
c1coc(Cn2c(-c3ccco3)nc3ccccc32)c1	u	10.8%	-2.9%	-0.8%	1.9%	2.1%	-2.5%	-6.5%	0.0%	u	x
CC(=O)N1CCCc2cc(S(=O)(=O)NCCC3=CCCCC3)ccc21	i	9.9%	1.1%	0.9%	4.5%	-0.5%	-2.4%	-3.4%	-2.9%	i	1.7%
N#CCCn1c(=O)c(-c2cccs2)nc2cnc(Oc3ccccc3)nc21	5.41e-08M*	u	-6.2%	-0.8%	0.0%[9.22 µM]	11.8%	-9.7%	-10.0%	-8.0%	4.34e-08M*	1.3%
CCOC(=O)C1CCCN(C(=O)c2cn(C)c3ccc(S(=O)(=O)N4CCCC4)cc3c2=O)C1 (configuration not stated)	i	u	-8.8%	1.2%	2.4%	-1.1%	-4.3%	10.4%	-13.5%	i	-0.7%
N#CCCN(Cc1cccnc1)S(=O)(=O)c1ccc(S(=O)(=O)N2CCCCCC2)cc1	i	1.5%	0.8%	-0.7%	1.0%	-2.1%	-2.3%	7.5%	-3.1%	i	0.0%[57.5 µM]
Cc1c(Cl)cccc1NC(=O)NC1CCCCC1	i	u	0.6%	1.6%	0.0%	-0.3%	-2.8%	10.0%	2.5%	i	1.4%
COCCn1c(SCC(=O)Nc2sc(C)c(C)c2C#N)nnc1C(C)C	i	4.8%	-3.1%	0.9%	-1.3%	-2.4%	-3.2%	-3.1%	-1.1%	i	0.0%[57.5 µM]
CCOC(=O)C1CCN(C(=O)CC2C(=O)N(Cc3ccccc3)C(C)c3nc4ccccc4n32)CC1 (configuration not stated)	i	1.2%	-4.8%	-0.1%	4.2%	-1.3%	0.6%	8.5%	-1.9%	i	0.6%
Cc1ccc(-c2cc(C(=O)N3CCOCC3)c3ccccc3n2)cc1	u	u	-1.9%	-0.8%	-2.9%	0.1%	0.6%	3.5%	-9.0%	u	-0.8%
CC(C)=CC(=O)OCC(=O)NC(=O)NC(C)(C)C	i	u	-5.2%	0.5%	-2.5%	-3.4%	-2.7%	u	5.1%	i	-6.7%
COc1ccc(-c2cc3nc4n(c(=O)c3s2)CCC4)cc1	4.9e-07M*	8.2%	-2.8%	-1.0%	2.2%	1.5%	-1.0%	7.7%	-5.1%	4.03e-07M*	1.1%
CC(CS(=O)(=O)c1cccc2cccnc12)N1CCCCC1 (configuration not stated)	u	-6.6%	0.1%	-3.3%	-1.2%	-6.6%	-0.1%	u	2.9%	i	-10.6%
CC(C)Cc1nnc(NS(=O)(=O)c2ccc(Cl)cc2)s1	x	-1.6%	-7.1%[2.3 µM]	-0.3%	x	-1.3%	-4.7%	7.2%	0.0%	x	-2.0%
O=C(C1CCCN(S(=O)(=O)c2ccc(F)cc2)C1)N(Cc1cccs1)C1CC1 (configuration not stated)	i	-23.5%	6.0%	0.2%	-2.3%	0.5%	-1.9%	4.7%	4.9%	i	-1.6%
OC(CN1CCOCC1)C12CC3CC(CC(C3)C1)C2 (configuration not stated)	3.06e-08M*	-6.5%	-4.8%	-0.1%	-2.2%	0.6%	-1.7%	3.8%	-0.3%	2.4e-08M*	1.2%[57.5 µM]
CC(c1ccccc1)N1C(=O)CC(Sc2ncccc2C(=O)O)C1=O (configuration not stated)	i	-5.0%	0.6%	-0.1%	2.0%	0.8%	-7.6%	2.7%	12.0%	i	-1.2%
CC(C)C(C(=O)Nc1ccc2c(c1)OCCO2)N1C(=O)c2ccccc2C1=O (configuration not stated)	x	1.9%	-7.1%	1.6%	2.5%	-1.8%	-5.0%	0.3%	1.4%	x	0.3%
COC(=O)c1cc(OC)c(OC)cc1NC(=O)CSc1nnnn1Cc1ccccc1	i	u	-2.0%	-1.3%	0.0%	-1.2%	-5.0%	-19.8%	3.2%	i	10.0%
COc1cc(C(=O)N2CCCN(c3nc4cc(C)ccc4cc3C#N)CC2)cc(OC)c1OC	1.37e-07M*	24.0%	9.1%	-0.1%	0.0%	-0.2%	1.1%	0.0%	3.6%	1.55e-07M*	x
O=c1oc2ccc3ccccc3c2cc1-c1nnc(-c2ccccc2)o1	5.69e-07M*	7.2%	0.5%	-1.8%	2.3%	1.8%	-7.8%	40.1%[activator]	3.4%	6.36e-07M*	0.0%[57.5 µM]
COc1cc(C(=O)Nc2cccc(-c3nc4ncccc4o3)c2C)cc(OC)c1OC	i	14.5%	-1.1%	-0.6%	-2.0%	0.3%	4.7%	-6.3%	-3.4%	i	6.4%[1.84 µM]
COc1cccc2cc(C(=O)N3CCN(c4ccccc4F)CC3)c(=O)oc12	i	-2.7%	-2.8%	0.7%	1.6%	-2.4%	-6.8%	-2.6%	-1.0%	i	0.2%[57.5 µM]
COc1cc(CN2CCC(C(=O)N3CCN(c4ccccc4F)CC3)CC2)cc(OC)c1O	i	-7.6%	-3.2%	-1.2%	0.0%	-2.1%	-4.1%	u	-1.7%	i	0.5%
Cc1noc(NS(=O)(=O)c2ccc(NC(=O)c3ccc(Br)o3)cc2)c1C	i	3.1%	1.0%	-0.2%	3.8%	-3.3%	-4.7%	7.3%	1.7%	i	0.2%[57.5 µM]
CN(CCCNC(=O)c1cccc(N2CCCC2=O)c1)c1ccccc1	i	11.1%	2.4%	0.3%	4.2%	-0.3%	-0.6%	11.8%	1.6%	i	-3.2%
c1ccc(CN2CCC3(CCCc4ccccc43)CC2)cc1	i	-12.7%	-10.7%	-1.2%	0.0%	1.9%	-1.8%	-6.2%	0.2%	i	2.0%
c1ccc(OCCCCn2cnc3ccccc32)cc1	i	8.1%	-3.3%	-1.3%	0.0%	-0.9%	-5.9%	34.7%[activator]	-0.7%	i	-1.5%
COc1cc2c(c(OC)c1)C(c1ccncc1)CC(=O)N2 (configuration not stated)	x	-4.5%	-5.7%	-0.8%	-2.0%	1.0%	2.8%	3.1%	-9.6%	x	-0.7%
COc1ccc(C2C(C(=O)N3CCCC3)c3cc(OC)c(OC)cc3C(=O)N2C)cc1OC (configuration not stated)	i	2.0%	-0.7%	-1.9%	5.5%	-0.7%	-4.4%	14.7%	2.7%	i	-1.5%
CCc1nc(C)cn1S(=O)(=O)c1cc(Br)ccc1OC	i	u	4.1%	-1.4%	-1.0%	-1.2%	-3.0%	0.9%	16.2%	i	0.5%
Cc1cccc(C)c1NC(=O)CSc1nnc([C@@H]2CCCN2C(=O)OC(C)(C)C)o1	i	u	-1.2%	0.8%	-2.9%	-1.0%	-0.2%	0.8%	-9.0%	i	0.0%
O=C(NCc1ccc2c(c1)OCO2)c1cc(-c2ccccc2)on1	i	-9.1%	-0.8%	-2.2%	-0.1%	0.0%	-0.8%	-5.7%	1.7%	i	-0.5%
COC(=O)c1ccc(-n2nnnc2SCc2nn[nH]n2)cc1	x	-1.7%	-2.5%	-1.2%	1.9%	-2.3%	-4.3%	5.2%	9.1%	x	-2.4%
O=C(NCCN1CCCCC1)c1ccc(I)cc1	x	-14.7%	-1.4%	0.2%	0.0%	1.4%	0.8%	2.4%[25.6 µM]	-4.5%	x	x
O=C(c1ccccn1)N1CCN(c2ccc(C(F)(F)F)cn2)CC1	i	-1.8%	-3.8%	2.8%	-2.5%	-0.2%	-14.8%	8.2%	2.0%	i	-2.6%
O=C(Nc1ccc(Br)c2cccnc12)c1ccc(Cn2cc(Cl)cn2)o1	1.16e-08M*	-0.7%	-1.0%	1.1%	4.3%	-1.1%	-1.4%	-3.8%	-0.9%	1.14e-08M*	0.5%
